Compound activity (PubChem BioAssay)
Hsp70 activator: Hsp70 transcriptional activators, primary screen, cell-based, HeLa, Hsp70 promoter luciferase, luminescence, 10 µM; activation, % at 10 µM; HeLa Hsp70 promoter luciferase reporter; scaled: vehicle 0, proteasome-inhibitor control 100%; AID 1203, 2008; hit rate 0.04% among 200,000;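 active = activation above the mean across all tested compounds plus 3 SD, cutoff set per campaign, cut at about 5.5% in these data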;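 note: 100% = MG132 at 30 µM as the positive control and 0% = DMSO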
HMGR II inh: inhibitors of E. faecalis class II HMGR, primary screen, biochemical, Enterococcus faecalis; hit rate 0.41% among 190,000; inhibition, % at 10 µM; purified E. faecalis HMGR, NADPH absorbance 340 nm kinetic; AID 1066, 2008; HMG-CoA reductase (Enterococcus faecalis, mvaE);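 active = inhibition above a set limit, the median over all tested compounds plus 3 SD, cut at about 9.5% in these data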;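 note: enzyme runs in reverse so mevalonate oxidation gives rising NADPH absorbance; 0% = complete reaction with DMSO and 100% = background rate lacking mevalonate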
Redox H2O2 prof: compounds producing H2O2 with reducing agent – biochemical, NIH compound library profiling, artefact control for MLSCN library redox annotation, primary screen | AID 878, 2007 | activation, % at 10 µM | hit rate 0.03% among 200,000 | DTT-dependent redox cycling H2O2, phenol red/HRP absorbance; 100% = 100 µM peroxide control, 0% = buffer;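 active = activation of at least 50% relative to the plate's high and low controls in the primary single-dose screen; inactive = activation below 50%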;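 note: compound incubated with DTT at 0.8 mM final as the reducing agent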
S1P3 antag: S1P3 receptor antagonists, primary screen, cell-based | CHO S1P3 NFAT-BLA reporter, FRET fluorescence, antagonist mode | inhibition, % at 4.98 µM | hit rate 0.27% among 170,000;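 active = inhibition above the plate cutoff, the mean inhibition of test wells on that plate plus 3 SD, cut at about 28% in these data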;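 note: cells challenged with S1P at its EC80 of 0.8 µM; blue over green emission ratio from cleaved BLA substrate after 4 h stimulation; 0% = S1P-stimulated wells and 100% = unstimulated DMSO-only wells; some compounds past the cut are filed as inactive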
Target sequence (Q99500 whole entry, looked up): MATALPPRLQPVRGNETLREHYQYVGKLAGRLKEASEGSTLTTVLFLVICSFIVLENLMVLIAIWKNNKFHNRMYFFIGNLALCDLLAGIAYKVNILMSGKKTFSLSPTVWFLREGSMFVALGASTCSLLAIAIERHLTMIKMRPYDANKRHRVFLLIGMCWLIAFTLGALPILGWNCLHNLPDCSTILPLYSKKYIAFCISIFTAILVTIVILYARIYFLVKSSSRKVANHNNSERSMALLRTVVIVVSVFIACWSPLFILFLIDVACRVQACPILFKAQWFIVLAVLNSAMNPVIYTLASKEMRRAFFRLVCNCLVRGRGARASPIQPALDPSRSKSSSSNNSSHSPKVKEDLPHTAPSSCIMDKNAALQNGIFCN
L major viab: Leishmania major promastigote growth inhibition, primary screen; Leishmania major promastigotes, resazurin fluorescence viability; inhibition, % at 10 µM; hit rate 9% among 200,000; AID 1063, 2008; in the data active = inhibition above about 50%;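 note: promastigotes grown with compound for 44 hours at 28 °C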
TNAP inh hiacc: human TNAP enzyme inhibitors, primary screen, biochemical, luminescent, high phosphate acceptor level, uHTS; hit rate 0.03% among 200,000; Alkaline phosphatase, tissue-nonspecific isozyme (Homo sapiens), P05186; AID 1135, 2008; inhibition, % at 20 µM; purified TNAP, CDP-star luminescence, 1 M DEA;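 active = over 50% inhibition of tissue-nonspecific alkaline phosphatase at 20 µM in the single-dose screen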;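 note: plate controls were DMSO wells for no effect and EDTA-quenched wells as full inhibition for full effect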
PMI act satM6P: human PMI activators, high substrate, primary screen, biochemical, fluorescence intensity, near-saturating mannose 6-phosphate; Mannose-6-phosphate isomerase (Homo sapiens), P34949; coupled PMI enzyme assay, resazurin fluorescence, 20 min; stronger effect = higher value; 1 = untreated enzyme, 0 = substrate-free blank; activation factor at 20 µM; hit rate 0.34% among 190,000;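 active = activation factor of 2 or more at 20 µM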
Target sequence (P34949 whole entry, looked up): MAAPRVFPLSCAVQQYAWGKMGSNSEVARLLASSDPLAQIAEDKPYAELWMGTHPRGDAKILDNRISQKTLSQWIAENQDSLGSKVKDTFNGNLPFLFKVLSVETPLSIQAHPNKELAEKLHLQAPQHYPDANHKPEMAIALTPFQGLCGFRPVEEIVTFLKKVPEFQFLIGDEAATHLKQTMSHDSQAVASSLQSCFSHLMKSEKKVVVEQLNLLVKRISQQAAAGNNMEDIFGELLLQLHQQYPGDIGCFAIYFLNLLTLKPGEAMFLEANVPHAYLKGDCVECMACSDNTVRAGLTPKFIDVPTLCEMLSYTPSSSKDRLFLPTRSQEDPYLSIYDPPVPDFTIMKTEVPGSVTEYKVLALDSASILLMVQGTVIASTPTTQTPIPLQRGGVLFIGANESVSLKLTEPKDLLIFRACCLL
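test system = human PMI in coupled enzyme assay | medium = HEPES-buffered pH 7.4 with magnesium and detergent | also added = 1.0 mM mannose-6-phosphate substrate with 0.22 mM NADP+ | compound = 20 µM single dose | times = 20 min incubation at room temperature | measured by = resorufin fluorescence (Ex 544/Em 590 nm) from resazurin via diaphorase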
RAM network inh: inhibitors of the yeast RAM network, primary screen, dse1pr::URA3 reporter, 5-FOA selection; S. cerevisiae dse1pr::URA3 reporter, 5-FOA growth OD615, 2 d; analog-sensitive cbk1-as2 kinase mutant strain; hit rate 1.8% among 190,000; inhibition, % at 50 µM; AID 868, 2007;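 active = inhibition above a set limit, 3 SD over mean compound inhibition, cut at about 8.4% in these data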;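 note: 0% = DMSO-only wells with no growth and 100% = 10 µM 1-NA-PP1 full growth; inhibition rescues growth on 5-FOA so higher OD means more RAM inhibition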
PMI activator: activators of human PMI, primary screen, biochemical, fluorescence intensity, near-Km mannose 6-phosphate; purified human PMI, coupled resazurin fluorescence, 20 min; stronger effect = higher value; 1 = vehicle control, 0 substrate-free wells; hit rate 0.005% among 190,000; activation factor at 20 µM;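 active = activation factor of 2 or more at 20 µM, relative to plate controls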
TNAP inh noacc: human TNAP enzyme inhibitors, primary screen, biochemical, luminescent, no phosphate acceptor, uHTS. Alkaline phosphatase, tissue-nonspecific isozyme (Homo sapiens), P05186. purified TNAP, CDP-star luminescence, 30 min. inhibition, % at 20 µM. hit rate 0.26% among 200,000;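 active = tissue-nonspecific alkaline phosphatase inhibition above about 50% at 20 µM in the single-dose screen, limit read from the data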;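 note: 0% = DMSO negative control and 100% = EDTA positive control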
Active calls of the source: *; · = not tested or not shown.

SMILES	Hsp70 activator	HMGR II inh	Redox H2O2 prof	S1P3 antag	L major viab	TNAP inh hiacc	PMI act satM6P	RAM network inh	PMI activator	TNAP inh noacc
N#CCCN(CCC#N)C(=O)COc1ccc(Cl)cc1Cl	-0.1	-5	-0.2	-12	-6	-4	1	-0.3	1	-12
CNC(=S)N/N=C(\C)c1ccc(N2CCOCC2)cc1	0.3	-16	0.2	-2	0	7	1.1	-0.4	1.1	1
O=C(COC(=O)c1ccco1)Nc1ccccc1	-0.2	-8	1.1	-21	-6	-6	0.9	1.9	0.9	1
S=c1sc(SCCOc2ccccc2)nn1-c1ccccc1	-0.4	-2	1.5	1	-4	-1	1	4.5	0.9	-6
O=P(O)(O)CP(=O)(O)O	-0.3	2	11	-1	-2	-6	1.2	1.4	1.1	-23
COc1ccc(S(=O)(=O)Cc2ccc(C(=O)N3CCN(c4ccccc4F)CC3)o2)cc1	-0.2	1	-0.7	4	6	-7	1	-0.3	1.1	6
COc1cc2nc(NC(=O)c3ccccc3)[nH]c(=O)c2cc1OC	0.1	-2	-1.7	·	28	-5	0.9	2.8	0.9	-2
O=C(CSc1nnc(-c2cccnc2)n1Cc1ccccc1)NCc1ccco1	-0.4	-2	-1.1	-32	-5	-9	1	-0.4	1	-14
CCOC(=O)N1CCN(C(=O)C(C)n2nc(C)n3c(cc4sccc43)c2=O)CC1 (centres undefined)	0.1	-3	-0.3	-7	-12	-4	1	0.3	1	-11
COc1cc(C(=O)Nc2cccc(-c3nc4cc(C)ccc4o3)c2)cc(OC)c1OC	-0.4	0	0.3	-43	-1	-8	1.1	8.7*	1.1	-6
COC(=O)c1ccc(Cl)c(NC(=O)CN2CCN(C)CC2)c1	-0.1	-7	0.2	·	17	5	1.1	1.4	1	0
CC(C)CC(=O)NC(=S)Nc1ccc(N2CCOCC2)cc1	-0.2	-4	-0.7	7	40	-6	1	1.6	1	-10
Cn1c(=O)oc2cc(S(=O)(=O)NC(Cc3ccccc3)C(=O)N3CCCCC3)ccc21 (centres undefined)	-0.3	4	-1.5	-43	-2	-5	0.8	2.5	0.9	-12
Cn1c(N2CCOCC2)c(/C=N/OC(=O)c2cccnc2Cl)c2ccccc21	-0.4	-4	-1.8	1	100*	2	0.9	0.5	0.9	-1
COc1ccc(C2Nc3ccccc3C(=O)N2Cc2ccco2)cc1COc1ccccc1F (centres undefined)	-0.1	0	0.3	·	29	-5	0.9	3.4	0.9	-2
CC(C)N1CC(C(=O)Nc2nc3ccccc3s2)CC1=O (centres undefined)	0.1	-1	-1.1	2	-2	-2	1	-0.5	1	-7
CS(=O)(=O)Nc1ccc(C(=O)NCc2ccccn2)cc1	-0.3	0	3.3	-1	-3	-3	0.9	0.7	0.8	-4
CCN(CC)c1ccc(NC(=O)CSc2nc3ccccc3c(=O)n2-c2cc(S(=O)(=O)N(C)C)ccc2C)cc1	-0.3	-1	1.0	7	99*	-1	0.7	0.8	0.7	-3
Cc1[nH]n(-c2nc(-c3cccc([N+](=O)[O-])c3)cs2)c(=O)c1C	-0.1	2	-0.1	-14	-2	-3	1.1	1.6	1	-5
c1cncc(N=c2scc(-c3cccc4ccccc34)n2CCCn2ccnc2)c1	-0.2	2	-0.2	-3	80*	-4	0.7	0.1	0.8	7
COc1ccc(NC(=S)N2CCN(Cc3ccccc3)CC2)cc1	-0.2	-2	-0.4	-31	3	-4	1	0.9	1	-14
O=C(N/N=C/c1ccc(OC(=O)c2ccccc2)cc1)c1cccc(O)c1	-0.1	-5	-0.7	4	-5	1	1	7.4	1.1	-1
CCN1CCCC1CNC(=O)C1c2ccccc2C(=O)N(CCOC)C1c1ccc(F)cc1 (centres undefined)	0.7	-2	-0.1	·	3	-5	1	-0.2	0.9	-14
CC(=O)N1CCN(CC(=O)Nc2sccc2C#N)CC1	-0.2	0	0.0	-24	1	-3	1	0.1	1.1	-11
Cc1cccc(C(=O)Nc2nnc(-c3ccco3)o2)c1	-0.3	-1	0.7	2	7	-2	1	-0.6	1	-8
COc1cccc(C(O)CC(N)=O)c1 (centres undefined)	-0.5	-8	2.1	3	-4	-1	1	2.4	1	-8
CCN(CCO)C(=O)CC1C(=O)NCCN1Cc1c(F)cccc1Cl (centres undefined)	0.1	-1	-1.2	4	5	-2	1	1.1	0.9	-5
CC(C)(C)[C@H]1C=C(C(=O)NC2CC2)O[C@@H](OCCCCO)C1	0.4	-3	0.8	-5	-5	-5	0.9	1.7	0.8	-8
CCCN(CCC)CCCNC(=S)Nc1ccc2nc(N3CCN(CC)CC3)cc(C)c2c1	0.2	-2	-1.8	0	94*	-8	1	0.0	1.2	-7
O=c1c2c(-c3cccs3)csc2ncn1/N=C/c1ccc(OC(F)F)cc1	0.7	-1	1.1	·	-6	-2	0.9	1.8	0.9	-8

Reprinted from the part before: two entries, followed by the next part.
SMILES	Hsp70 activator	HMGR II inh	Redox H2O2 prof	S1P3 antag	L major viab	TNAP inh hiacc	PMI act satM6P	RAM network inh	PMI activator	TNAP inh noacc
CCCN(CCC)CCCNC(=S)Nc1ccc2nc(N3CCN(CC)CC3)cc(C)c2c1	0.2	-2	-1.8	0	94*	-8	1	0.0	1.2	-7
O=c1c2c(-c3cccs3)csc2ncn1/N=C/c1ccc(OC(F)F)cc1	0.7	-1	1.1	·	-6	-2	0.9	1.8	0.9	-8
CC1(C)COC(c2coc3ccccc3c2=O)OC1	0.2	-3	-0.6	-4	45	-4	0.9	-0.7	1	-19
O=[N+]([O-])c1ccc(O)c(N=Cc2sc3ccccc3c2O)c1	-0.4	-2	0.3	-3	5	37	0.7	7.3	0.9	-99
COc1ccc(-c2nnc(N(C)C(=O)c3cccnc3)s2)cc1	-0.1	-4	0.3	-16	3	-1	0.9	1.1	0.9	-15
CCOC(=O)c1ccc(NC(=O)C(=O)NCc2ccncc2)cc1	-0.3	-2	1.8	·	20	-2	1	0.3	1	-13
Fc1ccc(C(c2nnnn2Cc2ccccc2)N2CCSCC2)cc1 (centres undefined)	-0.4	-9	0.2	9	20	-4	0.9	1.4	0.9	-7
Cc1ccc(N/C=C(\C#N)c2ccc(OCCCF)cc2)cc1	-0.4	1	0.2	·	-2	-8	1.1	2.1	1.1	-11
CCCC(=O)N(Cc1cc2ccccc2[nH]c1=O)c1ccccc1OC	-0.1	-3	0.5	·	2	-5	1	1.5	1	-7
CN(C(=O)CSc1nnc(-c2ccc(F)cc2)c2ccccc12)C1CCS(=O)(=O)C1 (centres undefined)	-0.3	1	-1.1	-29	23	-5	1.1	1.5	1.2	-19
Cc1cc(C)cc(N(CC(=O)Nc2ccccc2-c2ccccc2)S(=O)(=O)c2ccccc2)c1	-0.2	-4	1.5	-17	15	1	1	3.5	0.9	-9
O=C(NCCCN1CCN(c2ccccc2F)CC1)C1CC(=O)N(C2CCCC2)C1 (centres undefined)	-0.1	3	-3.0	·	-6	-3	0.9	0.8	1	-13
CCC(=O)NC(=S)Nc1ccc(NC(=O)c2cc3ccccc3o2)c(OC)c1	-0.3	-3	-0.2	-5	10	-5	1	4.2	0.9	-7
O=C(CN1CCN(S(=O)(=O)c2ccc(Br)cc2)CC1)N/N=C/c1ccc(Br)s1	-0.2	-2	-0.4	2	22	0	1.1	-0.1	1.2	-6
Cc1sccc1C1C(C#N)=C(N)SC(N)=C1C#N	-0.2	3	0.4	·	6	-1	1.6	0.7	1	-13
Nc1nc(CSc2ncccn2)nc(Nc2ccccc2)n1	-0.1	-2	0.3	·	0	0	0.9	-0.2	0.9	-1
O=C(CSc1nc2ccccc2s1)Nc1cc(C(=O)O)cc(C(=O)O)c1	-0.3	-2	-0.1	-19	-4	-3	1.2	3.1	1.1	-16
Cc1ccc(S(=O)(=O)NCCCn2ccnc2)cc1	-0.6	-1	-0.5	-3	10	-2	1.1	-0.8	1	-12
CCCCOc1ccc(-c2nc(=S)[nH][nH]2)cc1	-0.2	0	0.2	·	-3	-8	1.1	4.8	1	-61
Cc1ccc(C)c(Oc2ncnc(N)c2[N+](=O)[O-])c1	-0.2	-6	0.1	-5	-7	3	1.1	-2.4	1	-9
S=C(c1ccc(Cl)cc1)N1CCN(Cc2ccccc2)CC1	-0.2	-4	0.2	-2	23	2	1.1	-0.4	1	5
O=C(O)CN1C2=NCCCN2c2ccccc21	-0.4	3	-0.4	6	-4	-4	1.1	1.4	1	-6
CCN(CC)S(=O)(=O)c1ccc(C)c(NC(=O)CSc2ncc(C(F)(F)F)cc2Cl)c1	-0.4	0	-0.1	-11	-11	-1	1.1	4.4	1.1	-4
Clc1ccc(SCCCCn2cncn2)cc1	0.0	-2	2.9	10	2	-7	1	0.6	0.9	-13
CC1(C)Cc2ccccc2C2=C(C(=O)N3CCCCCC3)C(=O)C(=O)N21	0.1	-5	-0.4	-7	-9	-2	0.4	3.7	0.9	6
O=C1Nc2ccccc2/C1=N\c1sc2c(c1C(=O)Nc1ccccc1)CCCC2	-0.2	-3	0.5	·	21	2	1.1	1.2	1.1	10
COCCn1c(C)cc(C2=NNC(=NC(C)(C)C)SC2)c1C	0.5	-1	-1.8	-8	-3	1	0.9	4.2	1	-4
CCCCOn1c(C)c(C(=O)OCC)c2c3no[n+]([O-])c3ccc21	0.1	-9	1.8	0	6	-1	1	12*	0.9	0
O=C(CN1CCN(c2ccc(F)cc2)CC1)Nc1nnc(-c2ccccc2)s1	-0.1	1	-2.5	-6	-10	1	1	5.8	1	-14
NNC(=O)CSCc1ccc(Cl)cc1Cl	0.0	-2	-2.0	-5	5	-6	1	1.2	0.9	-10
C=CCn1c(SCC(=O)c2ccccc2)nnc1-c1ccc2c(c1)OCO2	0.2	1	0.1	·	1	-4	1.2	-0.4	1	-3
N#C/C(=C\c1cn(-c2ccccc2)nc1-c1cc2ccccc2o1)c1nc2ccccc2[nH]1	0.3	-7	0.6	-8	7	6	1.2	5.1	1.3	6
Cc1ccc(S(=O)(=O)O/N=C2/CCCc3occc32)cc1	-0.3	2	1.5	·	-11	-6	0.9	0.8	1	-17
C=CCN1C(=O)C(C)S/C1=N\S(=O)(=O)c1ccc(Cl)cc1 (centres undefined)	0.0	2	-0.1	9	52*	-5	1.1	3.3	1.1	-3
CC(C)c1cc(C(F)(F)F)n2nc(C(=O)O)cc2n1	0.0	2	0.1	·	-1	-4	1	1.6	1	-1
